Source: PubChem BioAssay
NPY-Y1 antag = blocks the human neuropeptide Y Y1 receptor. HEK293-CNG Y1 cells, membrane potential fluorescence; NPY at EC95, then isoproterenol. inhibition, % at 3.6 µM. 200,000 compounds, 1% hits. AID 1040;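 active means inhibition above the campaign mean inhibition of all tested compounds plus 3 SD, cut at about 20% in these data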;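 further: 0% = DMSO wells given NPY plus isoproterenol and 100% = isoproterenol alone without NPY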
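Assay system: HEK293 Y1/CNG channel cell line; Doses: single compound dose of 3.6 µM, 0.4% DMSO; Timing: dye 3 h, compound 60 min room temperature, stimulation 45 min; Technique: Membrane-potential fluorescent dye readout; Measure: % inhibition of NPY effect.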
NPY2 pot ag = human NPY-Y2 potentiation or agonism, primary screen; AID 1359; activation, % at 3.6 µM; 220,000 compounds, 0.45% hits; P49146; cells expressing NPY-Y2, potentiator/agonist read-out; in the data active means activation above about 27%;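 further: cells stimulated with NPY near EC25 plus isoproterenol at EC100; 0% = vehicle plus submaximal agonist and 100% = vehicle plus saturating agonist; some results beyond the cut were filed as inactive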
Target sequence (P49146 whole entry, looked up): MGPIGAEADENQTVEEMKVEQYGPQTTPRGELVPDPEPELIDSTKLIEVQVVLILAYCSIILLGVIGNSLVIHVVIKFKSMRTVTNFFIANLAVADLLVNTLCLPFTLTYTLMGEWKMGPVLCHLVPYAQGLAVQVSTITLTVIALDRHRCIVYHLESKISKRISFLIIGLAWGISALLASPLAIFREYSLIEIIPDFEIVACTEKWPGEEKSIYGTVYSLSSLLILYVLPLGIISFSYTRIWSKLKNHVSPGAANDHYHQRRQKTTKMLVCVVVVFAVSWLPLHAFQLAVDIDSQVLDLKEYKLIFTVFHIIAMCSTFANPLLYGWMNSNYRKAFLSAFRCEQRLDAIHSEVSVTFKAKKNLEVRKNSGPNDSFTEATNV
NPY1 pot ag = potentiates or activates human NPY-Y1 receptor | NPY-Y1 expressing cells, potentiator/agonist activation | 220,000 compounds, 0.37% hits | activation, % at 3.6 µM; in the data active means activation above about 33%, passing the limit was not always enough;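 further: cells stimulated with NPY at EC10 then isoproterenol at EC100; 0% = low agonist plus stimulus and 100% = saturating agonist plus stimulus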
EP2 mod = EP2 receptor (human) modulation. P43116. EP2-expressing cells, cAMP HTRF FRET, PGE2 co-stimulation. induction, % at 25 µM. AID 940. 260,000 compounds, 0.83% hits;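 active means compounds whose cAMP rise, as percent of the full-agonist control response, exceeds 60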;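 further: rat C6 glioma line stably carrying human EP2 under a CMV promoter; the protocol text gives 20 µM as final concentration; 100% = response of wells given 1 µM PGE2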
Target sequence (P43116 whole entry, looked up): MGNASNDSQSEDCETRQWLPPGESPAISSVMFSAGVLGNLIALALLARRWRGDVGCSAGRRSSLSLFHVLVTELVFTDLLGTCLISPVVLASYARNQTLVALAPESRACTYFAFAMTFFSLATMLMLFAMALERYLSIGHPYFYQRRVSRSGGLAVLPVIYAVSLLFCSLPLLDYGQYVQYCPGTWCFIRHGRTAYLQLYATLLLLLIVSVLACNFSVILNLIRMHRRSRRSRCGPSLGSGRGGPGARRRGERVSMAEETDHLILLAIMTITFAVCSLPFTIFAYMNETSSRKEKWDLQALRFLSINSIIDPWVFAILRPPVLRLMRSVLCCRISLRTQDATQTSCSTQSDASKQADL
TRPN1 ag = agonists of zebrafish TRPN1 channel. HEK293 zebrafish TRPN1-YFP, Fluo-8 calcium fluorescence; 100% = response to 87 µM carbachol. activation, % at 3 µM. 220,000 compounds, 0.18% hits. AID 1424;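 active means activation above its plate's cutoff, the mean activation of test wells on that plate plus 3 SD, cut at about 19% in these data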;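 further: 0% = DMSO alone and 100% = 87 µM carbachol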
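Control set: carbachol 87 µM as high control, DMSO as low control; system: HEK293 stable line with zebrafish TRPN1-YFP; read-out: % activation versus carbachol response; detection: intracellular calcium fluorescence with Fluo-8; doses: single test compound dose, 3 µM nominal, 0.3% DMSO; schedule: dye 1 h 37 °C plus 30 min RT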
S1P4 antagonist = antagonists of human S1P4 receptor | S1P4-expressing cells, antagonist mode, reporter read-out | inhibition, % at 4.98 µM | 220,000 compounds, 0.26% hits; in the data active means inhibition above about 29%;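 further: 0% = wells stimulated with agonist and 100% = vehicle wells without agonist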
Target sequence (O95977 whole entry, looked up): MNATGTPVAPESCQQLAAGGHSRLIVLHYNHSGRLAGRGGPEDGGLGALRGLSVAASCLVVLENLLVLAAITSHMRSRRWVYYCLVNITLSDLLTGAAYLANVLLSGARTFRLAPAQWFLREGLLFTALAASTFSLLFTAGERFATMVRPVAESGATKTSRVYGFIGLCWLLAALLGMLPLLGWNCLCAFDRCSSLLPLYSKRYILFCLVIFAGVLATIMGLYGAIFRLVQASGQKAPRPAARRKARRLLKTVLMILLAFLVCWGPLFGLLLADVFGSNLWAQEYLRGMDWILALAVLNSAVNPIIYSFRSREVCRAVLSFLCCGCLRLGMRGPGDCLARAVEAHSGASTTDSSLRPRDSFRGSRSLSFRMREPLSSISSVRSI
CHOP inhibitor = blocks CHOP induction under ER stress; CHO-K1 CHOP-promoter luciferase, tunicamycin-induced, 15-18 h; inhibition, % at 10 µM; 220,000 compounds, 3.8% hits; AID 2732;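 active means compounds that reduced the stress-induced luciferase reporter signal by more than about 70% of percent inhibition, limit read from the data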;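 further: 0% = tunicamycin plus vehicle and 100% = wells without tunicamycin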
TRPML3 agonist = agonists of human TRPML3 channel. Q8TDD5. HEK293 TRPML3-YFP, Fluo-8 calcium fluorescence; 100% = the carbachol control signal. activation, % at 3 µM. 220,000 compounds, 0.29% hits. AID 1448;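 active means activation above its plate's cutoff, the mean activation of the plate's test wells plus 3 SD, cut at about 12% in these data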;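 further: 0% = DMSO only wells and 100% = carbachol wells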
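Material: TRPML3-YFP stable HEK293 cells | Dosing: One concentration, 3 µM nominal, 0.3% DMSO | Timing: 125 s total fluorescence read per well | Technique: Fluo-8 calcium dye fluorescence, ex 470-495, em 515-575 nm | Measure: Percent activation from peak-to-basal fluorescence ratio, scaled between DMSO and carbachol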
S1P4 agonist = activates the human S1P4 receptor. O95977. S1P4-expressing cell line, agonist reporter assay. activation, % at 4.98 µM. 220,000 compounds, 0.35% hits. AID 1509; in the data active means activation above about 11%;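 further: 0% = DMSO vehicle and 100% = reference agonist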
Numbers without * were called inactive; . = not tested or not shown; & = joins results of further samples.

SMILES	NPY-Y1 antag	NPY2 pot ag	NPY1 pot ag	EP2 mod	TRPN1 ag	S1P4 antagonist	CHOP inhibitor	TRPML3 agonist	S1P4 agonist
CC(C)CCN1CCN(Cc2ccc(Oc3ncccn3)cc2)CC1CCO (stereo not given)	2	5	0	-5	0.2	-15	14	0.5	0.4
CCC(=O)Nc1cc(C)c(NC(=O)C23CC4CC(CC(C4)C2)C3)cn1	3	15	11	-13&-68	1.0	5	-9	0.0	-2.7
Cc1ccc(S(=O)(=O)N2CCC(C(=O)Nc3ccc4c(c3)COC4=O)CC2)cc1	5	2	4	-19	0.2	-5	9	1.1	-4.3
N#Cc1ccc(S(=O)(=O)NC2CCN(Cc3ccccc3)CC2)cc1	.	-20	-11	-18	-0.6	5	-7	0.3	-0.7
Fc1ccc(-c2onc3ccc(C4OCCO4)cc23)cc1	4	0	0	-4	-1.7	-33	5	-0.3	8.4
COC(=O)c1cccc(C(=O)Nc2cnc3ccccc3c2)n1	-1	16	14	-1	1.6	-12	3	0.5	-0.9
NC1=NC(=O)C2(COC(c3ccccc3Cl)OC2)S1 (stereo not given)	6	7	11	16	-1.1	15	11	-0.1	-1.4
Cn1c(=O)oc2cc(S(=O)(=O)NC3CCN(Cc4ccccc4)CC3)ccc21	-4	15	9	-3	0.6	-3	-7	1.6	0.4
N/C(=N\N=C\c1ccc([N+](=O)[O-])cc1)c1nonc1N	.	-3	-19	-42	1.3	-3	-16	0.4	0.7
Cc1ccccc1OCC(=O)OC1CCN(C)CC1	7	-1	10	16	-0.7	0	11	0.3	-5.0

Structures shown so far that contain a carbonyl joined to an NH by a bond outside any ring, in the order listed:
SMILES	NPY-Y1 antag	NPY2 pot ag	NPY1 pot ag	EP2 mod	TRPN1 ag	S1P4 antagonist	CHOP inhibitor	TRPML3 agonist	S1P4 agonist
CCC(=O)Nc1cc(C)c(NC(=O)C23CC4CC(CC(C4)C2)C3)cn1	3	15	11	-13&-68	1.0	5	-9	0.0	-2.7
Cc1ccc(S(=O)(=O)N2CCC(C(=O)Nc3ccc4c(c3)COC4=O)CC2)cc1	5	2	4	-19	0.2	-5	9	1.1	-4.3
COC(=O)c1cccc(C(=O)Nc2cnc3ccccc3c2)n1	-1	16	14	-1	1.6	-12	3	0.5	-0.9

(list continues)
SMILES	NPY-Y1 antag	NPY2 pot ag	NPY1 pot ag	EP2 mod	TRPN1 ag	S1P4 antagonist	CHOP inhibitor	TRPML3 agonist	S1P4 agonist
CC(=O)c1oc2ccccc2c1NC(=O)CN1CCCCC1	6	-4	-14	28	-0.7	-14	61	-1.1	-1.0
CCCOc1ccc(N2C(=O)CC(N(Cc3ccc(OC)cc3)C(=S)Nc3ccccc3)C2=O)cc1 (stereo not given)	1	-3	10	31	-0.8	-16	9	0.0	0.3
O=C(COC(=O)CCc1nc2ccccc2n1-c1ccccc1)Nc1cccc(Cl)c1	5	3	-7	-13	-1.4	-11	47	-0.2	1.4
CC12CCC(C(=O)NC(c3ccccc3)c3ccccc3)(OC1=O)C2(C)C (stereo not given)	14	-10	5	17	-1.5	-9	4	-0.4	0.2
CCOC(=O)CNC(=O)c1ccccc1	10	-15	11	8	0.2	-6	-8	0.1	-1.2
COc1nc(OC)nc(N2CCC(NC(=O)C(Cc3cccc(OC)c3OC)NC(C)=O)CC2)n1 (stereo not given)	.	-7	8	10	-0.7	-5	-8	0.2	0.6
CCCC(c1nnnn1C(C)(C)C)N1CCN(Cc2ccccc2OC)CC1 (stereo not given)	22*	-23	-10	-20&13	-1.1	7	28	0.9	0.3
CC(=O)Nc1ccc(Nc2ncnc(N)c2[N+](=O)[O-])cc1	.	-5	-16	-21	1.4	-9	16	1.1	-0.2
O=C(O)c1cc([N+](=O)[O-])ccc1N1CCC(Cc2ccccc2)CC1	1	6	2	-1	0.3	-5	34	0.8	-1.1
CC1CCN(C(c2cccs2)c2nnnn2Cc2ccccc2)CC1 (stereo not given)	8	-26	-26	6&19	0.2	-17	33	0.1	2.6

Structures listed above shown as hits in NPY-Y1 antag.
mol	NPY-Y1 antag	NPY2 pot ag	NPY1 pot ag	EP2 mod	S1P4 antagonist	CHOP inhibitor	TRPML3 agonist	S1P4 agonist
CCCC(c1nnnn1C(C)(C)C)N1CCN(Cc2ccccc2OC)CC1 (stereo not given)	22*	-23	-10	-20&13	7	28	0.9	0.3

Next section:
SMILES	NPY-Y1 antag	NPY2 pot ag	NPY1 pot ag	EP2 mod	TRPN1 ag	S1P4 antagonist	CHOP inhibitor	TRPML3 agonist	S1P4 agonist
CCN1CCN(c2nc(N)c([N+](=O)[O-])c(Nc3ccc(C)c(C)c3)n2)CC1	1	2	-15	-6	-0.9	3	48	0.6	0.8
c1cc(-c2nnc(-c3ccncc3)o2)ccn1	-2	-6	-9	4	0.1	2	11	-0.1	-0.9
Cc1ccccc1NC(=O)Cn1nnc2sc3c(c2c1=O)CC(C)(C)OC3	.	-9	2	-14	0.1	-7	-1	-0.4	0.1
NC(=O)SC/C(=N\S(=O)(=O)c1ccccc1)Nc1ccccc1	-4	2	3	9	0.0	-27	5	-0.2	0.2
COc1ccc2c(CC(=O)Nc3nnc(C4CC4)s3)coc2c1	16	5	10	17	-1.1	-12	31	-0.7	-0.9
Fc1ccccc1COc1ccccc1/C=N/Nc1nc(N2CCCC2)nc(N2CCCC2)n1	5	-1	-23	1	-0.3	-20	-18	0.9	3.6
O=C(O)c1cnc(-c2ccccc2)nc1Sc1cccc(Cl)c1	0	-14	17	15	-1.1	2	37	0.1	-0.5
COc1cc(C(=O)NC2=NCCS2)ccc1OCc1c(C)noc1C	0	-7	-5	-44	-0.4	-14	-4	0.1	-2.0
CC(=O)c1ccc(NC(=O)CSc2nnc(NC(=O)CN3CCOCC3)s2)cc1	-7	15	15	21	-1.1	-6	56	0.9	1.1
Cc1nc2c(C)cccc2c(SC(=N)N)c1CC=C(Cl)Cl	.	-6	-12	-12	-1.7	-11	10	0.4	0.3
CC(CN1CCN(C)CC1)OC(=O)c1ccc(Cl)cc1Cl (stereo not given)	-1	-13	-16	11	0.0	-8	14	0.5	1.5
O=C(O)c1cc(-c2cccc(Cl)c2)nc2nc(N3CCCCC3)sc12	1	6	4	-3	1.2	-10	-14	-0.1	1.0
CCCN(C(=O)CSc1nc2c(cnn2-c2ccccc2)c(=O)[nH]1)C1CCS(=O)(=O)C1 (stereo not given)	1	-6	-6	24	1.1	2	-12	0.5	3.2
COc1cccc(/C=C(/C#N)c2ccc(F)cc2)c1OCc1cccc(C(=O)O)c1	4	2	14	10	-0.9	-4	12	-0.2	-0.6
CCc1nnc(NC(=O)C(C)Sc2ccccc2)s1 (stereo not given)	-1	-5	3	6	-1.7	-13	29	-0.9	-2.0
Cc1ccc(NS(=O)(=O)c2ccc(OCC(=O)NCC3CCCO3)cc2)cc1 (stereo not given)	2	-13	14	-15	0.7	-2	20	1.1	-1.5
CCC(C)(C)NC(=O)CN(C(=O)c1snc(C(N)=O)c1N)c1ccc2nc(C)sc2c1	7	-8	-7	-2&-18	-0.9	0	-9	-0.7	-0.9
COC(=O)c1ccc(/C=N/NC(=S)NCCN2CCOCC2)cc1	1	-1	-18	-11	-1.0	-12	10	0.7	2.6
COC(=O)c1sccc1NC(=S)N1CCN(c2cc(C)ccc2C)CC1	2	8	9	36	1.3	-13	7	0.9	0.7
Cc1cccc(OCC(=O)N2CCN(c3nnc(-c4ccccc4)c4ccccc34)CC2)c1	.	16	-26	-13	-2.1	7	2	-1.5	-0.1
O=C(CSc1nc2ccccc2c(=O)n1Cc1ccco1)NCc1ccco1	7	6	4	21	0.0	-32	-24	-0.3	0.7
COc1ccc(S(=O)(=O)NCCc2nnc3ccc(SCC(=O)Nc4cc(C)on4)nn23)cc1	-2	6	-4	28	-0.3	-6	-10	0.9	0.4
NNC(=O)c1cccc(COc2ccc3c(c2)CCC3)c1	4	0	-68	5	-0.6	1	47	0.5	2.5
CC(C)C(c1nnnn1Cc1ccccc1)N1CCc2ccccc2C1 (stereo not given)	-2	4	9	20	-0.1	9	76*	-0.2	-0.6
Oc1ccc(Nc2nc3ccccc3nc2Nc2ccc(O)cc2)cc1	-6	20	22	-38	1.4	17	46	0.5	-0.9
CCOc1c2ccoc2nc2c(OC)c(OC)ccc12	-5	-7	7	9	0.2	-10	-11	0.0	0.8
CN(C)CCCNc1oc(-c2cccc(Cl)c2)nc1C#N	1	-7	1	-33	-1.1	-15	36	0.6	0.8
CC(C)C1CC(O)(C2(O)CCCCC2)ON1 (stereo not given)	-2	7	-10	11	-0.2	-15	0	0.4	1.3
O=C(Nn1c(C2CC2)nc2ccccc2c1=O)c1ccco1	6	-9	-17	9	-0.8	-1	47	0.3	1.7
Nc1sc2c(c1C(=O)NCCc1ccccc1)CCC2	0	-11	10	24	-0.1	-6	7	0.4	0.3
O=C(COC(=O)CCc1c[nH]c(=O)[nH]1)Nc1cccc(Cl)c1	-8	-4	-21	5	0.5	-5	2	0.7	0.6
O=c1c2c(nc3cc(-c4cccc(F)c4)[nH]n13)CCC2	-1	-1	-7	2	1.8	-12	-1	0.8	1.4
C/C(CC(=O)Nc1ccccn1)=N\NC(=O)Cc1cccc2ccccc12	1	-13	6	9	0.2	9	30	-0.2	-6.3
Cc1ccc(C(C(=O)NC2CCCC2)N(C(=O)Cc2cccs2)c2cccc(C)c2C)o1 (stereo not given)	3	-13	18	19	1.7	-3	36	-0.5	-2.3
O=C1/C(=C\c2cccnc2)Sc2ccccc21	3	-7	-8	-76	0.5	-20	-29	0.7	-0.7
CCSc1nnc2nc3[nH]c4c(C)cccc4c3nn12	-2	15	5	36	-1.6	0	-74	0.5	0.0
COc1cccc(NC(=O)CSc2nccn2-c2cccc(OC)c2)c1	0	-6	-18	-54	0.8	3	19	-0.4	2.2
Cc1cc(C)cc(NC(=O)C2CCCN(S(=O)(=O)c3cnc[nH]3)C2)c1 (stereo not given)	-3	-6	-14	4	1.4	-4	0	0.2	0.4
CN(C(=S)SCc1ccccc1)C1CCS(=O)(=O)C1 (stereo not given)	-3	4	8	-29	0.7	-2	3	1.7	0.4
CC(NC(=O)c1ccccc1Cl)C1COc2ccccc2O1 (stereo not given)	8	-6	24	11	0.1	-12	-23	0.9	0.2
O=C(Nc1cccc(Cl)c1)c1ccc(F)c(S(=O)(=O)N2CCN(c3ccccn3)CC2)c1	-3	-13	-5	-39	0.6	4	74*	0.3	0.8
O=C(OCc1c(Cl)cccc1Cl)c1cccnc1	5	-16	2	-16	-0.7	-1	-2	-0.7	3.0
CCN/C=C(\C#N)S(=O)(=O)c1ccc(Br)cc1	.	-3	-7	-6	0.2	0	6	-0.1	-1.0
O=C(CSc1nc(O)c(Cc2ccccc2)c(=O)[nH]1)N1CCOCC1	.	-7	-22	-2	1.5	9	1	0.4	0.0
CCCn1c(N)c(C(=O)NS(=O)(=O)c2ccc(C)cc2)c(=O)n(C)c1=O	-7	10	28	1	2.5	-17	44	3.0	2.8
COc1ccc(C=O)cc1OS(=O)(=O)c1ccccc1[N+](=O)[O-]	7	8	-5	-44	2.1	-11	10	1.2	-0.1
CCOc1ccc2nc(NCCNC(=O)Nc3ccccc3)c(C#N)cc2c1	6	-11	18	-33	0.0	-1	83*	0.1	1.4
